# Screens from PubChem BioAssay.
# Mito fusion act = qHTS Assay for Small Molecule Inhibitors of Mitochondrial Division or Activators of Mitochondrial Fusion. Potency, µM (series often up to 46.1 µM), inactives show at the highest dose growth rescue (activation), usual class: activators. S. cerevisiae fusion-defective mutant growth rescue, CellTiterGlo 48 h. actives 0.23% (n = 320,000);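 also: potency is read from the fitted curve at half-maximal effect; % of control where 0% means no effect; nearly all actives have a fitted effect of over 45% in size; temperature-sensitive fusion mutants such as fzo1-1 at 37 °C on non-fermentable ethanol glycerol medium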
#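 Compounds are tested for their ability to restore growth of mitochondrial fusion-defective yeast strains at non-permissive 37C in YPEG medium over 48 hours. Viability is quantified by luciferase luminescence.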
# MBNL1-CUG inh = qHTS Assay for Inhibitors of MBNL1-poly(CUG) RNA binding; Muscleblind-like protein 1 (Homo sapiens), Q9NR56; TR-FRET MBNL1-His/biotin-(CUG)12 binding, 665/545 ratio; Potency, µM (top dose mostly 57.5 µM), without a hit: at the top dose activity change, negative = inhibition, most hits filed as inhibitors; actives 0.036% (n = 280,000); active = well fitted inhibition curve with a large enough effect in the signal ratio, with a control signal flat, not every such curve was filed as active; inconclusive = small, poorly fitted or top-dose-only effect, or effect the other way, or a change in a side signal; inactive = no such curve, though single readings can be large or run the other way; the % refers to the signal ratio; also: potency is read from the fitted curve at half-maximal effect; % is scaled to controls: 0 for no effect and ±100 for the full control effect
#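 Ratiometric TR-FRET (665 over 545 nm, excitation 340 nm) tracks disruption of MBNL1-His/biotin-(CUG)12 complex after 60 min at room temperature, with compounds at 92 nM to 58 uM final.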
# NPC1 prom act = qHTS Assay for NPC1 Promoter Activators; Huh7 NPC1 promoter luciferase reporter, 24 h; actives 2.4% (n = 320,000); Potency, µM (highest dose often 9.22 µM), without a hit: at the top dose activation, actives largely listed as activators;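 also: potency is read from the fitted curve at half-maximal effect; % of control where 0% means no effect; nearly all actives have a fitted effect of over 60% in size; reporter is driven by a mutant NPC1 promoter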
#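 Luminescence from an NPC1 promoter-driven luciferase reporter in stably transfected Huh7 cells was measured after 24 h compound treatment at 37 °C, followed by 10 min ambient incubation with luciferase detection reagent.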
# RORgamma inh = qHTS for inhibitors of ROR gamma transcriptional activity | Potency, µM (titrated, usually from 53.6 µM), for the others: at the highest dose activity change, negative = inhibition, most hits filed as inhibitors | Drosophila S2 Gal4-RORgamma UAS-luciferase reporter, 20 h | AID 2551, 2010 | Nuclear receptor ROR-gamma (Mus musculus), P51450 | actives 5.4% (n = 310,000); also: potency is read from the fitted curve at half-maximal effect; % is scaled to controls: 0 for no effect and ±100 for the full control effect; nearly all actives have a fitted effect of over 60% in size
#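 Luminescence from a UAS-regulated Photinus luciferase reporter in stably transfected Drosophila Schneider cells is measured; decreased signal marks ROR gamma inhibition. Fusion expression is induced by 700 uM copper sulfate for 20 hr.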
# Rab9 promoter act = qHTS Assay for Rab9 Promoter Activators | actives 2.8% (n = 320,000) | Potency, µM (top dose mostly 9.22 µM), for the others: at the top dose activation, negative = inhibition, hits mostly activators | AID 485297, 2010 | Huh7 Rab9 promoter-luciferase reporter, luminescence, 24 h; also: potency is read from the fitted curve at half-maximal effect; % of control where 0% means no effect; nearly all actives have a fitted effect of over 60% in size
#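 Rab9 promoter-driven luciferase in stably transfected Huh7 cells; 1500 cells/well rested 2 h, exposed to compound in DMSO for 24 h at 37 °C, 5% CO2. Luminescence read 10 min after adding luciferase reagent at ambient temperature.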
# KCNH2 3.1 block = qHTS for Inhibitors of KCHN2 3.1: Mutant qHTS; U2OS KCNH2 3.1, thallium flux FluxOr; hits give low values; AID 720553, 2013; activity change, % (tested at about 1.8 µM); actives 0.95% (n = 340,000);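 active = maximum activity change below -70%; inconclusive = maximum activity change from -70% to -50%; inactive = maximum activity change above -50%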;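 also: thallium influx rate constant from kinetic fluorescence after stimulation buffer; % is scaled to controls: 0 for no effect and ±100 for the full control effect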
#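 Kinetic fluorescence (2 min after stimulation buffer) measures Tl+ influx through KCNH2 3.1 expressed by viral transduction in U2OS cells; the rate constant is normalized against DMSO controls serving as positive and negative references.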
# VP16 counter = VP16 counterscreen qHTS for inhibitors of ROR gamma transcriptional activity. Drosophila S2 Gal4-VP16 UAS-luciferase, luminescence, 20 h. Potency, µM (series often up to 53.6 µM), for inactives: at the highest dose activity, negative = inhibition, usual class: inhibitors. actives 3.5% (n = 310,000);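 also: Gal4-VP16 expression switched on by copper sulfate through the metallothionein promoter; potency is read from the fitted curve at half-maximal effect; % is scaled to controls: 0 for no effect and ±100 for the full control effect; nearly all actives have a fitted effect of over 50% in size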
# Menin-MLL TR inh = qHTS Assay for Inhibitors Targeting the Menin-MLL Interaction in MLL Related Leukemias: Competition With Texas Red Labeled MLL-derived Mutant Peptide | O00255 | Menin + Texas Red MLL mutant peptide, fluorescence polarization | Potency, µM (titrated, usually from 61.6 µM), without a hit: at the highest dose FP activity change, negative = inhibition, usual class: inhibitors | actives 0.23% (n = 270,000) | AID 1768, 2009; active = well fitted inhibition curve with a large enough effect in the polarisation, with a control signal flat, not every such curve was filed as active; inconclusive = small, poorly fitted or top-dose-only effect, or effect the other way, or a change in a side signal; inactive = no such curve, though single readings can be large or run the other way; the % refers to the polarisation; also: potency is read from the fitted curve at half-maximal effect; % of control where 0% means no effect; many of its hits are not listed in these tables
# FLuc counter = qHTS profiling assay for firefly luciferase inhibitor/activator using purifed enzyme and Km concentrations of substrates (counterscreen for miR-21 project). Luciferin 4-monooxygenase (Photinus pyralis), P08659. purified FLuc, Km substrates, luminescence inhibition. Potency, µM (titrated, usually from 57.5 µM), for the others: at the highest dose activity change, negative = inhibition, hits mostly inhibitors. actives 6.9% (n = 360,000);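 also: potency is read from the fitted curve at half-maximal effect; plate controls were vehicle for no effect and reference inhibitor for full effect; nearly all actives have a fitted effect of over 55% in size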
# Target sequence (P08659 whole entry, looked up): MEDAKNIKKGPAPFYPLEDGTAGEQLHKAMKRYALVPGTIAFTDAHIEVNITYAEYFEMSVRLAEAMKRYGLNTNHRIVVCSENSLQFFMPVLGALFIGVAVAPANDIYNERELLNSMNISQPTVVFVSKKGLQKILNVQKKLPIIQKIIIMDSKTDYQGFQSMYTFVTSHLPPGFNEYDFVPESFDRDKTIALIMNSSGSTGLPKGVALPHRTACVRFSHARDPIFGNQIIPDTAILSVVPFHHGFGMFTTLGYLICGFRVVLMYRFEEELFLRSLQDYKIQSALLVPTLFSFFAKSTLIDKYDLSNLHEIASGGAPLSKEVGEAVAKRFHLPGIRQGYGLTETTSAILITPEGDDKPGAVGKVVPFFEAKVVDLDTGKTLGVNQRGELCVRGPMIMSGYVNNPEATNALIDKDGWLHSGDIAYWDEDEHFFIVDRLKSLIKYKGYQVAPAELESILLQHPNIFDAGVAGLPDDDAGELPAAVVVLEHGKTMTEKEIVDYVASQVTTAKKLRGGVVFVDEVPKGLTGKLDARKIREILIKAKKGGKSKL
#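 Purified P. pyralis luciferase (10nM final) with 10uM D-luciferin and 10uM ATP (Km levels) in 50mM Tris acetate pH 7.5, 10mM Mg acetate, 0.01% Tween-20, 0.05% BSA; qHTS 6-point titration, ~60 µM downward; luminescence read.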
# ELG1 DNA repair = qHTS screen for small molecules that inhibit ELG1-dependent DNA repair in human embryonic kidney (HEK293T) cells expressing luciferase-tagged ELG1; HEK293T ELG1-luciferase reporter, luminescence, 16 h; DNA damage induced by 5-fluorouridine; Potency, µM (doses to about 46.1 µM), for inactives: at the highest dose activity change, negative = inhibition, usual class: inhibitors; actives 2.3% (n = 330,000); also: potency is read from the fitted curve at half-maximal effect; % is scaled to controls: 0 for no effect and ±100 for the full control effect; nearly all actives have a fitted effect of over 55% in size
#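 5-Fluorouridine DNA damage + compound/DMSO, 2,000 cells/well, 16 h, 37 °C/5% CO2. ONE-Glo, 30 min RT, luminescence. Readout = decrease in reporter signal.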
# PKM2 activator = qHTS Assay for Activators of Human Muscle isoform 2 Pyruvate Kinase | Pyruvate kinase PKM (Homo sapiens), P14618 | Potency, µM (doses to about 57.5 µM), for inactives: at the top dose activation, usual class: activators | AID 1631, 2009 | purified PKM2, Kinase-Glo ATP luminescence, activation; response scale: 0% is enzyme alone, no compound | actives 0.34% (n = 260,000); also: potency is read from the fitted curve at half-maximal effect; % is scaled to controls: 0 for no effect and ±100 for the full control effect; nearly all actives have a fitted effect of over 55% in size
# Target sequence (P14618 whole entry, looked up, canonical isoform): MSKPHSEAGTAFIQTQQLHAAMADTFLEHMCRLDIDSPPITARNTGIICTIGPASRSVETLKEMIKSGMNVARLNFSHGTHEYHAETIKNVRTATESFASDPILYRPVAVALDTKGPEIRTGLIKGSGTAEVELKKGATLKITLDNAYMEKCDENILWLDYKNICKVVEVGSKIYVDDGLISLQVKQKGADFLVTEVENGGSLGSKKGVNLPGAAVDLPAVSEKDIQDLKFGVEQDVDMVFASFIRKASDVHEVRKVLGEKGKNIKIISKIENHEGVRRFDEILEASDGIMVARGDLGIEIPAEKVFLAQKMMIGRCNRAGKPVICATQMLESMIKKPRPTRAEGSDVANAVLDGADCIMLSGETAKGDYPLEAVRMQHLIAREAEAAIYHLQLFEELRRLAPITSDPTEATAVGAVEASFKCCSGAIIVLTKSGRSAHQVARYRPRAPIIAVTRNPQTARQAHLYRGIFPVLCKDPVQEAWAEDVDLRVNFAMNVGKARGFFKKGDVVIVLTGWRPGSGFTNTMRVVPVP
#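 Kinase-Glo luminescence reports ATP generated from ADP (0.1 mM) and PEP (0.5 mM) by purified hPK-M2 after 1 h at room temperature, pH 7.2 imidazole buffer; intermediate enzyme activity allows detecting inhibitors and activators.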
# An asterisk follows results filed as active; ? = inconclusive; / = no result given; & = joins results of further samples; [ ] = remark or other dose. Unless noted, calls follow the shape of the dose curve; as a rule, active = well fitted curve in the direction sought with a large enough effect; inconclusive = small, poorly fitted or top-dose-only effect, or another doubt; inactive = no such curve, though single readings can be large; an effect the other way counts as inactive or inconclusive. An excerpt. The share of hits here may be higher or lower than overall.
SMILES,Mito fusion act,MBNL1-CUG inh,NPC1 prom act,RORgamma inh,Rab9 promoter act,KCNH2 3.1 block,VP16 counter,Menin-MLL TR inh,FLuc counter,ELG1 DNA repair,PKM2 activator
CCCSc1nc(SCC(=O)NCc2ccccc2)c2c3c(sc2n1)COC(C)(C)C3,-1%,12%,-6%,3%,-9%,-2,-2%,-9%,8%,?,0%
O=C(NNC(=O)C1CCN(S(=O)(=O)c2ccccc2C(F)(F)F)CC1)c1ccccc1O,-1%,/,-1%,/,-8%,-16,/,/,-1%,?,/
C=CCn1c(SC2CCOC2=O)nc2sc(CC)cc2c1=O (stereo unspecified),-1%,1%,0%,35%,27%,10,3%,-18%,-7%,20%,-7%
N#Cc1ccc(C23CC4(C2)[C@H](CN(CC2CCCCC2)[C@@H]4c2ccccc2)C3c2ccc(Cl)nc2)cc1 (stereo partly specified),20%,2%,21%,-16%&-8%,-6%,-23,-4%&-5%,11%,2%,3%,2%&-1%
COCC(=O)Nc1cc([N+](=O)[O-])ccc1OC,-8%,?,1%,-2%,3%,3,1%,30%[activator],-1%,-7%,-3%
Cc1c(C(=O)N(C)C)c2ccc(Cl)cc2n1O,-2%,-18%,2%,3%,-4%,-107*,-8%,-7%,-8%,-4%,5%
CN1CCN(c2ncnc3c2[nH]c2ccc(F)cc23)CC1,-7%,-1%,-3%,-23%,1%,22,-12%,0%,1%,-12%,4%
CC(C)CC(COCc1cccc(Cl)c1)N1CCN(C(=O)c2ccc(C(F)(F)F)cc2)CCC1=O (stereo unspecified),29%,4%,-1%,?,0%,4,?,-4%,1%,?,0%
COCCNC(=O)c1cc(-c2ccccc2)n(CC2CC(c3ccc(OC)cc3)=NO2)n1 (stereo unspecified),3%,/,7%,/,2%,10,/,/,1%,?,/
CC(Oc1ccc(Cl)cc1)C(=O)NCCCn1ccnc1 (stereo unspecified),0%,-8%,1%,21%,3%,-13,7%,-2%,0%,-2%,-1%
CN(CC(=O)Nc1cccc2ccccc12)C(=O)/C=C/c1cccs1,-2%,21%,0%,10%,-3%,11,24%,-1%,-2%,16%,-14%
COC(=O)c1cccc(C(=O)N2CCCC(C(=O)c3cc(F)ccc3F)C2)c1 (stereo unspecified),7%,1%,-2%,0%,-1%,11,4%,?,6%,-18%,-3%
N#CC1=C(N)N(c2ccc(Cl)c(Cl)c2)C(=O)C1,6%,-3%,-5%,1%,-4%,2,-5%,3%,3%,-4%,2%
Cc1ccc(C(=O)C2=C(O)C(=O)N(Cc3cccnc3)C2c2ccc(Cl)c(Cl)c2)o1 (stereo unspecified),-1%,40%[activator],-1%,-4%,11%,-10,-2%,-1%,2%,-6%,1%
CC(C)OC(=O)C1C(=O)CC(C)(O)C(C(=O)OC(C)C)C1c1ccc(F)cc1 (stereo unspecified),2%,-5%,0%,2%,0%,5,-10%,-6%,1%,-4%,0%
Cn1cccc1/C=N/NC(=O)c1cc2ccccc2cc1O,-6%,13%,?,1.4µM*,?,-3,2µM*,?,19µM*,?,-12%
CC(C)CCN(Cc1ccco1)S(=O)(=O)c1csc(C(N)=O)c1,13%,-5%,-3%,21%,-6%,0,-3%,-17%,4%,2%,4%[0.46 µM]
Cc1ccc2c(c1)C1(C)C(C(C)(C)N2C=O)C1(Cl)Cl (stereo unspecified),2%,-2%,-7%,-5%,-10%,5,-13%,/,-3%,-9%,1%
COc1ccc(Cl)cc1NS(=O)(=O)c1ccc2c(c1)NC(=O)CCS2,3%,-5%,-1%,34%,6%,13,4%,24%,1%,12%,/
O=C(Nc1cc(Cl)ccc1O)C1CC(c2c(F)cccc2Cl)=NO1 (stereo unspecified),2%,5%,-6%,5%,5%,4,1%,36%[activator],-1%,-7%,-4%
CC(C)c1cc(C(=O)NNC(=S)NC2CCCCC2)cs1,-13%,3%,4µM*,?,?,3,?,/,?,?,-6%
CC(=O)Oc1ccccc1C(=O)N1CCN(S(=O)(=O)c2ccc3ccccc3c2)CC1,15%,-3%,0%,21%,-9%,-4,4%,3%,5%,-2%,/
COC(=O)c1cc(C(=O)N2CCN(c3ccccc3OC)CC2)cc([N+](=O)[O-])c1,-3%,7%,-5%,-13%,-12%,31,1%,23%,21µM*,3%,7%
COc1ccc(CNC(c2ccccc2)c2ccc(Cl)cc2)cc1 (stereo unspecified),3%,-1%,-1%,20%,-1%,-4,7%,0%,2%,8%,6%
Cc1cccc(C)c1NC(=O)N1C(C(=O)O)CSC1C(=O)O (stereo unspecified),4%,-7%,7%,17%,-8%,-24,-12%,-3%,4%,?,-11%
CC(C)C(=O)Nc1nnc(SCC(=O)NCc2ccco2)s1,-2%,-4%,-2%,-21%,0%,5,-2%,-1%,0%,2%,0%
CC1CCC(NC(=O)CN2C(=O)NC3(CCCCC3C)C2=O)CC1 (stereo unspecified),0%,/,-1%,/,2%,-6,/,/,1%,15%,/
CCOC(=O)c1cn(CC)c2cc3c(cc2c1=O)OCO3,-6%,/,-4%,/,-4%,/,/,/,-2%,-1%,/
O=C(Nc1nc(-c2ccco2)c(-c2ccco2)s1)c1c(F)cccc1Cl,13µM*,/,-1%,/,-1%,-5,/,/,-1%,0%,/
COc1cccc(-n2c(Cc3cc(=O)[nH]c(=O)[nH]3)nnc2SCc2cccnc2)c1,1%,10%,3%,-14%,6%,14,6%,2%[11.7 µM],4%,11%,-3%
CCC(C)(C)NC(=O)COc1ccc(C(=O)c2ccccc2)cc1,15%,-6%,-2%,34%,-5%,11,13µM*,-7%,1%,-21%,-2%
COc1ccc(NC(=O)Cn2nc(C(F)(F)F)c3c2CCCC3)c(OC)c1,-9%,-6%,0%,8%,-3%,0,8%,10%,-2%,-18%,2%
CNS(=O)(=O)c1ccc(N2CCCC2)c([N+](=O)[O-])c1,-5%,?,-2%,-2%,-4%,-17,2%,1%,-2%,3%,-1%
COC(=O)c1cc(CNC(=O)c2sccc2-c2ccccc2)ccc1OC,1%,0%,2%,13%,-3%,-2,1%,-21%,1%,?,-2%
CCCSC1=N/C(=C\C=C\c2ccco2)C(=O)S1,7%,30%,-2%,-4%,1%,-1,4%,?,11µM*,5%,2%
NCCCCCc1nnc(SCC(=O)Nc2cccc(Cl)c2)o1,0%,-6%,-7%,-1%,-5%,-8,-6%,17%,3%,-9%,7%
COc1ccc(CC(=O)N(Cc2ccccc2)c2ccccc2)cc1S(=O)(=O)N1CCOCC1,12%,-19%,-5%,-44%,8%,/,-5%,?,-3%,16µM*,0%
COc1ccc(CC(NC(C)=O)C(=O)NC2CCN(c3c4c(nc5ncnn35)CCC4)CC2)cc1OC (stereo unspecified),-1%,-13%,-2%,-1%,-2%,5,2%,/,0%,2%,-9%
Cc1ccc(C)c(S(=O)(=O)NCC(=O)Nc2sc3c(c2C(N)=O)CCC(C)C3)c1 (stereo unspecified),0%,2%,-2%,15%,-4%,-10,?,?,6%,8%,-3%
